# High-throughput results (PubChem)
# uPA generation: inhibitors of cell surface uPA generation. 0.31% of 330,000 active. cell surface uPA generation assay, qHTS. Potency, µM (titrated, usually from 38.3 µM), for inactives: top-dose activity change, negative = inhibition, hits mostly inhibitors; active = well fitted inhibition curve with a large enough effect; inconclusive = small, poorly fitted or top-dose-only effect; inactive = no such curve, though single readings can be large or run the other way; tested in mouse RAW 264.7 cells; also: potency is read from the fitted curve at half-maximal effect; nearly all actives have a fitted effect of over 55% in size
# BCR signal inh: chronic active BCR signaling inhibition; ABC-DLBCL IkBa-CBG/CBR reporter, luminescence ratio, 4 h; Potency, µM (doses to about 46.1 µM), for inactives: at the highest dose ratio change, negative = lower green/red ratio, usual class: inhibitors; 0.05% of 340,000 active; AID 493014; active = well fitted inhibition curve with a large enough effect in the signal ratio, with a control signal flat, not every such curve was filed as active; inconclusive = small, poorly fitted or top-dose-only effect, or effect the other way, or a change in a side signal; the % refers to the signal ratio;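 also: potency is read from the fitted curve at half-maximal effect; plate controls were basal doxycycline-induced cells for no effect and cells given 10 µM MG132 for full effect; MG132 reads +100%, hits lower the ratio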
#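 Concentration-response series (up to 46 uM) were applied to TMD8 dual-reporter cells for 4 h at 37C with doxycycline. Green/red ratio, after filter-overlap correction, defined %Activity; red signal alone was normalised to basal cells and zero luminescence.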
# Coupling enz: counter-screen for Giardia aldolase inhibitors: coupling enzyme system; coupling enzyme system counterscreen, AmpLite Red fluorescence; activity change, negative = inhibition, % at 58.2 µM, hits read low; 0.67% of 290,000 active; in the data active = activity change below about -30%
#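 Fluorescence at 525 nm excitation and 598 nm emission measured inhibition of the coupled detection system without aldolase. Compounds (at 57.5 uM final) were preincubated 10 min at room temperature with coupling enzyme reagent before a 20 min substrate/AmpLite Red step.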
# Eya2 inh: Eya2 (human) phosphatase inhibition | O00167 | recombinant Eya2, OMFP fluorescence dephosphorylation (OMFP is methylfluorescein phosphate) | Potency, µM (highest dose often 76.9 µM), inactives show at the top dose activity, negative = inhibition, actives largely listed as inhibitors | 0.006% of 330,000 active; also: potency is read from the fitted curve at half-maximal effect
#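 Eya2 (0.2 uM) preincubated 10 min at ambient with compound, then OMFP substrate added at 50 uM; 10 min reaction in 50 mM HEPES pH 7.5, 50 mM NaCl, 5 uM MgCl2, 0.05% BSA, 1 mM DTT. Fluorescence read at Ex 485/Em 525 nm.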
# Giardia killer: Giardia lamblia killing; Giardia lamblia trophozoite viability; activity change, % at 7.66 µM, hits read low; 0.15% of 340,000 active; in the data active = activity change below about -80%; inconclusive = between about -30% and that limit;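 also: parasites exposed to compound for two days anaerobically before the ATP read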
#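 Anaerobic 48 hrs incubation at 37 deg C of 100 trophozoites/well with test compounds; ATPLite 1-Step luminescence, 15-30 min RT, reports cellular ATP as viability.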
# KCNH2 3.1 block: KCNH2 3.1 (human) potassium channel inhibition; U2OS KCNH2 3.1, thallium flux FluxOr; hits give low values; activity change, % (tested at about 1.8 µM); 0.95% of 340,000 active; AID 720553;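 active = maximum activity change below -70%; inconclusive = maximum activity change from -70% to -50%; inactive = maximum activity change above -50%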;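 also: thallium influx rate constant from kinetic fluorescence after stimulation buffer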
#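 Normalized rate constant (relative to positive and negative DMSO controls) derived from a 2 min kinetic fluorescence read after stimulation; U2OS cells expressing the 3.1 isoform via virus at 1.77 x 10^8 /mL.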
# PKM2 act: increases activity of human pyruvate kinase M2; Potency, µM (highest dose often 57.5 µM), without a hit: at the top dose activation, actives largely listed as activators; P14618; 0.34% of 260,000 active; purified PKM2, Kinase-Glo ATP luminescence, activation; response scale: 0% is enzyme alone, no compound; also: potency is read from the fitted curve at half-maximal effect; nearly all actives have a fitted effect of over 55% in size
# Target sequence (P14618 whole entry, looked up): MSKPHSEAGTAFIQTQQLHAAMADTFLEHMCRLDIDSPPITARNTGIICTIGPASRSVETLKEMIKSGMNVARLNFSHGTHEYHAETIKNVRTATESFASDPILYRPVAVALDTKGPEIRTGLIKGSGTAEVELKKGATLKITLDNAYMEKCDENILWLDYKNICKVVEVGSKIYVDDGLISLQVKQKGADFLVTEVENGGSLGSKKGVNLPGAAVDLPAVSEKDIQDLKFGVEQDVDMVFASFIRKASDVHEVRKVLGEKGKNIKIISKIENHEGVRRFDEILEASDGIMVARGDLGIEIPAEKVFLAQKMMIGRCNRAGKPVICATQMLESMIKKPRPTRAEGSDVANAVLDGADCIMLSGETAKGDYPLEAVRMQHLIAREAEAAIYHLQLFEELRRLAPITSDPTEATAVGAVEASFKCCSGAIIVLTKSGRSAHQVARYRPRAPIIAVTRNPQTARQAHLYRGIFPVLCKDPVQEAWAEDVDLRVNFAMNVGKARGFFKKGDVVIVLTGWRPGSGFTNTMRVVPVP
#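 hPK-M2, >95% pure; 0.1 mM ADP / 0.5 mM PEP final; imidazole pH7.2 buffer w/ 7 mM MgCl2, 50 mM KCl; 1 h RT; Kinase-Glo lum. Intermediate enzyme activity for dual inhibitor/activator qHTS.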
# USP2a inh: blocks human ubiquitin-specific protease USP2a. O75604. USP2 core, Ub-CHOP2 coupled fluorogenic reporter, 485/531. Potency, µM (series often up to 38.3 µM), for inactives: top-dose activity change, negative = inhibition, most hits filed as inhibitors. 0.01% of 330,000 active. AID 463254;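 also: potency is read from the fitted curve at half-maximal effect; plate controls were DMSO wells for no effect and full inhibition by NEM control for full effect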
#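 Cell-free coupled assay: 10nM USP2 core preincubated 30min RT with compound in Tris-HCl pH 8.0/CaCl2/CHAPS buffer, then 25nM Ub-CHOP2 and 25nM reporter substrate; fluorescence (Ex 485/Em 531) read after 60min RT, normalized to NEM inhibition, concentration-response curves fitted.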
# B2AR arrestin: agonists driving beta-arrestin recruitment to human beta2-adrenergic receptor | beta-arrestin recruitment to beta2AR, cell-based reporter | AID 492947 | P07550 | 0.02% of 330,000 active | Potency, µM (titrated, usually from 46.1 µM), for inactives: at the highest dose activation, hits mostly activators;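 also: potency is read from the fitted curve at half-maximal effect; 0% = DMSO controls and full agonism = EC100 isoproterenol or metaproterenol; nearly all actives have a fitted effect of over 65% in size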
# Target sequence (P07550 whole entry, looked up): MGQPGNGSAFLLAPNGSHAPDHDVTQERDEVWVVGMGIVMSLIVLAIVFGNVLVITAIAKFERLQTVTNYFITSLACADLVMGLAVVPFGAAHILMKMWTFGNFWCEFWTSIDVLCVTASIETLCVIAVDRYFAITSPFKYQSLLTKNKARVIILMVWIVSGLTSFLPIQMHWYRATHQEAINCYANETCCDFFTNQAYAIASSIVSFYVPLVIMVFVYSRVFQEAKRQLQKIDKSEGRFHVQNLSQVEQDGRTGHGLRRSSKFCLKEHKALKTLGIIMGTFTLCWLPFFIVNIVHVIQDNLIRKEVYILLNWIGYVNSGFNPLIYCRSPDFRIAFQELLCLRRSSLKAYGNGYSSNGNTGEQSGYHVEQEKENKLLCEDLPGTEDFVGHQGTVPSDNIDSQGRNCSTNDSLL
# GALK inhibitor: inhibitors of human galactokinase | P51570 | Purified GALK, Kinase-Glo residual ATP luminescence | Potency, µM (doses to about 57.5 µM), inactives show at the top dose activity change, negative = inhibition, most hits filed as inhibitors | 0.007% of 270,000 active | AID 1868; also: potency is read from the fitted curve at half-maximal effect
#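 Luminescence from leftover ATP (Ultra-Glo luciferase/luciferin) served as read-out after a 1 h room-temperature reaction of 5 nM GALK with 35 uM ATP and 100 uM galactose.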
# KCNH2 WT inh: inhibitors of human wildtype KCNH2 potassium channel; Q12809; U2OS, BacMam KCNH2, thallium flux FluxOr; hits give low values; activity change, % at 1.84 µM; 0.37% of 340,000 active; AID 720551;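 active = maximum activity change below -70%; inconclusive = maximum activity change between -70% and -50%; inactive = maximum activity change above -50%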
#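 U2OS cells transduced with wild-type KCNH2 virus are loaded with FluxOr dye for 45 min, and thallium flux is measured in kinetic reads before and after stimulation buffer. Rate constants are normalized to DMSO controls.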
# Active calls of the source: *; ? = inconclusive; nt = no result given. Unless noted, calls follow the shape of the dose curve; as a rule, active = well fitted curve in the direction sought with a large enough effect; inconclusive = small, poorly fitted or top-dose-only effect, or another doubt; inactive = no such curve, though single readings can be large; an effect the other way counts as inactive or inconclusive. Unless noted, % is scaled to controls: 0 for no effect and ±100 for the full control effect.
SMILES,uPA generation,BCR signal inh,Coupling enz,Eya2 inh,Giardia killer,KCNH2 3.1 block,PKM2 act,USP2a inh,B2AR arrestin,GALK inhibitor,KCNH2 WT inh
CN(c1ccc2nc3ccccc3c(=O)n2n1)C1CCCCC1,0.794µM*,?,0.0,10.3%,-82.4*,-1.9,-43.7%,5.1%,-0.3%,10.4%,3.2
CCOC(=O)C1CCN(C(=O)CSc2nc(N)cc(=O)[nH]2)CC1,1.5%,0.0%,-0.4,2.0%,5.6,8.6,nt,2.1%,-0.1%,4.8%,5.6
COC(=O)c1ccc(CSc2nnc(-c3ccccc3)n2C)o1,?,2.8%,4.6,5.6%,-9.1,0.9,-0.3%,-0.8%,0.1%,-0.7%,nt
COc1ccccc1N1CCN(c2cnccn2)CC1,-10.2%,-2.0%,-4.6,3.5%,-17.2,-10.3,2.1%,3.3%,0.1%,8.0%,-6.9
CCCCn1c(N)c(N(CC(C)C)C(=O)C2CC(=O)N(Cc3ccccc3)C2)c(=O)[nH]c1=O (stereo not given),-0.5%,7.1%,nt,-24.7%,-10.7,4.2,nt,-6.8%,-1.4%,nt,9.1
COc1cc(OC)cc(C(=O)Nc2ccc3nc4n(c(=O)c3c2)CCCCC4)c1,-28.3%,?,-0.6,-2.0%,0.4,9.3,nt,2.1%,0.4%,-2.2%,-0.9
Cc1ccc(NC(=S)N(CCN(C)C)C(C)c2ccco2)cc1Cl (stereo not given),-14.1%,4.5%,-0.6,2.9%,?,-4.0,0.4%,0.0%,-0.2%,-2.6%,3.4
CCOC(=O)C1CCN(c2c(NCc3ccc(C(=O)N(C)Cc4ccccc4)cc3)c(=O)c2=O)CC1,-1.3%,-0.2%,2.2,5.6%,-2.5,nt,1.5%,3.9%,0.2%,-0.6%,-1.2
Cn1c(C(=O)N2CCCc3ccccc32)cc2sccc21,nt,-7.7%,2.0,4.5%,13.9,19.9,18.4%,-3.1%,-0.7%,4.7%,-0.3
CC(=O)NC(C)C(=O)OCC(=O)c1ccc(Cl)s1 (stereo not given),4.6%,-1.2%,1.2,8.3%,-12.0,-7.9,-3.3%,-0.7%,-1.1%,4.1%,-0.7
O=Cc1ccc(OC(=O)c2cc(Cl)nc3ccccc23)cc1,-1.8%,0.5%,-0.2,-3.2%,4.7,-10.8,6.1%,-0.9%,-0.3%,1.1%,-0.6
CC1CCCC(C)N1C(=O)CSc1ccc(-c2ccc3c(c2)OCCO3)nn1 (stereo not given),2.1%,?,1.8,0.0%,-4.1,-5.6,-7.8%,-0.7%,-0.2%,-0.2%,-0.1
COc1ccc(Cl)cc1NC(=O)CNc1ccc(F)cc1C,3.7%,?,-1.3,-5.1%,-11.1,7.9,23.1%,0.0%,-1.0%,0.1%,-0.9
CCCNC(=O)CS(=O)(=O)c1ccccc1,1.8%,2.3%,2.3,11.6%,15.7,-8.7,2.8%,-0.4%,-1.2%,nt,-14.2
Cc1nn(-c2ccccc2[N+](=O)[O-])c(=O)c2ccccc12,1.1%,1.2%,0.9,-2.0%,-5.9,-5.5,2.8%,2.4%,-0.8%,5.0%,-3.6
CCOc1ccc(C(=O)Nc2c(C(N)=O)oc3ccccc23)cc1,nt,?,-1.8,-18.3%,-2.8,3.0,-13.5%,0.3%,3.2%,-3.6%,-11.5
COc1ccc(-c2nc3ccccc3n2OC(C)C(=O)O)cc1 (stereo not given),-4.9%,1.1%,-4.8,4.2%,-9.8,5.9,-8.5%,1.6%,-0.3%,-0.3%,0.5
C#CCn1c(=NC(=O)c2cc(Cl)sc2Cl)sc2cc(S(N)(=O)=O)ccc21,3.1%,5.6%,2.4,-6.3%,8.5,10.5,-0.6%,1.9%,8.9%,-2.6%,-11.3
Cc1ccc(Cn2ccc(NC(=O)c3cc(-c4cccs4)on3)n2)cc1,nt,?,0.8,6.7%,1.7,-16.6,7.3%,4.3%,-0.3%,0.5%,7.6
O=c1c2cc(N3CCOCC3)ccc2[nH]c(=S)n1CCN1CCCC1,nt,?,-2.3,-10.2%,17.0,-15.1,3.5%,0.1%,-0.4%,-0.1%,-0.7
COc1ccc(NC(=O)C(=O)NCCN2CCN(C(=O)c3cccs3)CC2)cc1,0.9%,-2.4%,-0.1,-23.3%,-3.2,-26.3,8.0%,4.2%,-0.6%,-1.5%,-6.4
CCCc1nc2ccc(NC(=O)c3ccco3)cc2c(=O)n1Cc1ccc(Cl)cc1,4.3%,-0.2%,nt,-12.2%,-18.0,11.3,-1.7%,-0.1%,-0.5%,0.9%,-14.6
CC(C)c1ccc(/C=C2\SC(N3CCCC3)=NC2=O)cc1,0.3%,?,-2.7,-5.4%,-11.9,5.0,-0.2%,-1.3%,0.4%,0.0%,0.6
O=C1NC(c2ccccc2)=C(c2nc3ccccc3s2)C(c2ccc(F)cc2)N1 (stereo not given),nt,?,-2.7,4.8%,-15.1,1.0,0.5%,0.0%,0.4%,-3.6%,-1.2
CC1CCCC(C(=O)OCc2ccccc2)N1 (stereo not given),6.2%,4.8%,-1.5,-1.9%,-20.4,1.9,-0.3%,0.2%,-0.5%,1.6%,6.2
# Further results follow.
SMILES,uPA generation,BCR signal inh,Coupling enz,Eya2 inh,Giardia killer,KCNH2 3.1 block,PKM2 act,USP2a inh,B2AR arrestin,GALK inhibitor,KCNH2 WT inh
COc1ccccc1NS(=O)(=O)c1cccc(C(=O)NCC(c2ccco2)N(C)C)c1 (stereo not given),0.2%,0.1%,nt,9.8%,-5.2,3.2,nt,0.8%,0.3%,nt,-3.7
CSCCC(NC(=O)COc1ccccc1)C(=O)N(C)Cc1ccc(F)cc1 (stereo not given),-5.5%,-0.7%,nt,2.6%,-9.1,13.0,nt,0.9%,0.0%,nt,-10.5
COc1ccc(NC2CCCN(C(=O)c3cc(CC(C)C)nc(N)n3)C2)cc1 (stereo not given),-9.2%,7.4%,nt,4.7%,1.0,1.1,nt,0.5%,0.1%,-1.8%,-10.5
COc1ccc(-n2nnnc2SCC(=O)NC2CCS(=O)(=O)C2)cc1 (stereo not given),15.4%,0.7%,nt,-29.1%,1.6,1.8,nt,6.8%,0.3%,nt,3.4
Cc1c(C(C)C[C@H](C)O)oc(=O)c2c1Oc1c(C)c(C(C)C[C@H](C)O)oc(=O)c1C2 (stereo not given in full),2.8%,7.6%,nt,-17.6%,-1.8,-14.3,nt,0.8%,0.1%,nt,-9.0
CC/C(Cc1ccccc1)=N/NC(=O)CCn1nnc2ccccc21,7.4%,-12.7%,-1.0,13.5%,-14.9,-21.0,4.7%,4.8%,0.1%,-3.4%,-3.7
CC(=NCc1ccccc1)C1=C(O)COC1=O,-4.3%,-4.5%,0.9,-2.2%,-2.0,-27.3,10.3%,-0.9%,-0.4%,-0.3%,0.5
N#Cc1c(NCCCO)nc(-c2ccccc2)c2c1CCCC2,-3.1%,-2.9%,14.1,0.6%,-4.0,6.1,-0.3%,5.2%,-0.7%,0.1%,-25.9
Cn1c(=O)c2c(SCC(=O)N3CCCc4ccccc43)nc(C3CC3)nc2n(C)c1=O,5.0%,4.2%,2.8,-35.8%,-13.0,-3.4,-0.8%,1.5%,0.0%,0.4%,-2.8
CC1CC2(CCCCC2)N2C(=O)C(=O)c3cccc1c32 (stereo not given),nt,?,3.4,0.2%,0.2,-5.2,1.7%,-2.7%,-0.8%,4.2%,32.9
CCC(C)(C)NC(=O)c1ccc2c(c1)N(CC(=O)NC1CCCC1)C(=O)C(C)(C)O2,3.3%,2.5%,-3.5,-21.1%,11.7,0.0,nt,0.7%,-0.1%,6.4%,3.2
Cc1ccc(S(=O)(=O)N(Cc2ccc(Cl)cc2)c2ccccc2C(=O)O)cc1,-6.9%,7.1%,11.2,-1.1%,6.4,9.4,nt,0.5%,-0.1%,-0.1%,10.0
CC(Oc1ccc2c3c(c(=O)oc2c1)CCC3)C(=O)NCC1CCC(C(=O)O)CC1 (stereo not given),-11.9%,-3.6%,-1.8,8.2%,-19.5,1.6,-1.1%,3.0%,-0.6%,nt,7.8
CCC(C)n1c(SCC(=O)NC2CCCC2)nc2ccccc2c1=O (stereo not given),-0.9%,0.6%,nt,-2.0%,5.4,-26.4,nt,5.9%,-0.1%,nt,-1.1
C=CCn1c2ccccc2c(=O)c2cc(C#Cc3cc(OC)cc(OC)c3)ccc21,8.9%,-1.0%,nt,7.2%,-14.0,-97.3*,nt,0.5%,-0.1%,nt,6.0
O=C(N/N=C/c1ccccn1)c1ccc(Br)o1,-6.5%,-7.4%,1.4,0.9%,17.7,0.3,1.3%,1.7%,-0.3%,-2.3%,0.8
CCCCN(CC)S(=O)(=O)c1ccccc1,-9.3%,3.6%,-0.6,4.9%,-7.0,-8.1,-11.7%,1.3%,0.1%,2.1%,-4.2
CCc1ccc(NC(=O)C2CCCN(S(=O)(=O)c3cnc[nH]3)C2)cc1 (stereo not given),-10.1%,?,0.0,0.4%,16.0,-6.1,nt,3.3%,0.1%,1.4%,-10.0
CC(C)(C)NC(=O)C1CCCN(S(=O)(=O)c2ccc(-n3cnnn3)cc2)C1 (stereo not given),-1.6%,0.7%,1.5,-1.2%,8.0,-18.2,3.0%,-2.4%,0.2%,-0.8%,23.8
O=C(CN1CCN(c2ccccc2)CC1)NCc1ccc(F)cc1,6.0%,-0.3%,-0.2,-3.5%,-8.4,-2.2,nt,-6.6%,-1.1%,nt,-8.0
